Runt-CBFb FRET – inhibitors of RUNX1 Runt–CBFb binding, primary screen, biochemical, FRET, Cerulean-Runt, Venus-CBFb, uHTS; 0.46% of 220,000 active; Runt-related transcription factor 1 (Homo sapiens) + Core-binding factor subunit beta …; inhibition, % at 20 µM; Cerulean-Runt/Venus-CBFb FRET ratio 530/480, 1 h;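 active = inhibition over about 50% at 20 µM in the single-dose screen, limit read from the data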;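 also: 0% = DMSO wells and 100% = excess unlabeled CBFb competitor control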
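Schedule: protein complex preformed 1 h, compound exposure 1 h, room temperature, dark; test system: Cerulean-labeled Runt domain protein; amount: 100 nM per protein; buffer or medium: Tris 50 mM pH 7.5, KCl, K2SO4, 0.01% BSA; read-out: loss of energy transfer signal; detection: FRET fluorescence; controls: 5 µM unlabeled CBFb as full-inhibition high control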
Thrombin inh – human alpha-thrombin inhibitors, primary screen, counter-screen for coagulation protease inhibitor project, biochemical, 1536-well, fluorogenic AMC substrate; inhibition, % at 5 µM; Prothrombin (Homo sapiens), P00734; Boc-VPR-AMC fluorogenic substrate cleavage; 0.26% of 220,000 active;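 active = inhibition at or above 40%; inactive = inhibition below 40%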;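 also: 0% = enzyme with no compound and 100% = wells without enzyme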
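Material: human alpha-thrombin protein. Incubation: reaction at ambient temperature. Technique: fluorescence of released AMC, ex 355 nm, em 460 nm. Control set: no-compound enzyme wells and no-enzyme blanks. Also added: Boc-VPR-AMC substrate, 15 µM final. Buffer or medium: pH 7.5 Tris (50 mM) with NaCl 150 mM, Tween 20 0.05%.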
Runt-SMMHC FRET – inhibitors of RUNX1 Runt–CBFb-SMMHC binding, primary screen, biochemical, FRET, Cerulean-Runt, Venus-CBFb-SMMHC, uHTS. Runt-related transcription factor 1 (Homo sapiens) + Core-binding factor subunit beta …. Cerulean-Runt/Venus-CBFb-SMMHC FRET ratio 530/480, 1 h. inhibition, % at 20 µM. 0.74% of 220,000 active;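 active = mean inhibition across duplicate retests at 20 µM reaching about 50%, limit read from the data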;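 also: 0% = DMSO wells and 100% = wells with excess untagged CBFb-SMMHC; inhibitors lower the FRET ratio by blocking Runt binding to CBFb-SMMHC; some results filed as inactive read as strong as hits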
FXIa inh 1536 – human FXIa protease inhibitors, primary screen, biochemical, 1536-well. purified FXIa, Boc-Glu-Ala-Arg-AMC fluorogenic substrate. inhibition, % at 5 µM. Coagulation factor XI (Homo sapiens), P03951. 0.14% of 220,000 active;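 active = inhibition of at least 40%; inactive = inhibition below 40%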;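 also: fluorescence of freed AMC excited at 355 nm; 0% = enzyme without compound and 100% = no enzyme blank; many of its hits are not listed in these tables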
Hck Nef HTS – inhibitors of Nef-activated human Hck kinase, primary screen, biochemical, Z-Lyte FRET, 384-well, Hck-YEEI | Tyrosine-protein kinase HCK (Homo sapiens), P08631 | Recombinant Hck-YEEI plus Nef, Z-Lyte FRET kinase assay | inhibition, % at 20 µM | 0.68% of 220,000 active | AID 463187, 2010;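 active = Hck-Nef kinase inhibition above about 50%, limit read from the data; inactive = inhibition below that limit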;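 also: 0% = DMSO with Hck plus Nef and 100% = Hck alone without Nef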
14-3-3 Bad inh – inhibitors of 14-3-3 zeta/Bad binding, primary screen, biochemical, TR-FRET, bovine 14-3-3 zeta | 14-3-3 protein zeta/delta (Bos taurus), P63103 | TR-FRET 14-3-3zeta/Dy647-pBad peptide displacement, 1 h | inhibition, % at 21.7 µM | 0.71% of 220,000 active | AID 781, 2007;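 active = inhibition above about 70%, limit read from the data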;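 also: 0% = full 14-3-3 plus peptide FRET controls and 100% = background without 14-3-3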
Wee1 degr inh – Wee1 degradation inhibitors, primary screen, cell-based, HeLa, Wee1K328M-luciferase, luminescence | Wee1-like protein kinase (Homo sapiens), P30291 | HeLa Luc-Wee1K328M stability; 100% = proteasome inhibitor MG132 effect | reporter increase, % at 5 µM | 1.2% of 220,000 active;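 active = activation above the mean of all tested compounds plus 3 SD, set per screening run, cut at about 8.8% in these data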;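 also: cells exposed to compound for 20 h before luminescence read; 0% = DMSO alone and 100% = MG132 at 30 µM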
FXIIa inh – human FXIIa protease inhibitors, primary screen, biochemical, 1536-well; Coagulation factor XII (Homo sapiens), P00748; purified FXIIa, Boc-QGR-AMC fluorogenic substrate, 2 h; inhibition, % at 5 µM; 0.3% of 220,000 active; AID 800, 2007; in the data active = inhibition above about 40%;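 also: 0% = enzyme with no compound and 100% = blank without enzyme; many of its hits are not listed in these tables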
Target sequence (P00748 20-372 limits assumed): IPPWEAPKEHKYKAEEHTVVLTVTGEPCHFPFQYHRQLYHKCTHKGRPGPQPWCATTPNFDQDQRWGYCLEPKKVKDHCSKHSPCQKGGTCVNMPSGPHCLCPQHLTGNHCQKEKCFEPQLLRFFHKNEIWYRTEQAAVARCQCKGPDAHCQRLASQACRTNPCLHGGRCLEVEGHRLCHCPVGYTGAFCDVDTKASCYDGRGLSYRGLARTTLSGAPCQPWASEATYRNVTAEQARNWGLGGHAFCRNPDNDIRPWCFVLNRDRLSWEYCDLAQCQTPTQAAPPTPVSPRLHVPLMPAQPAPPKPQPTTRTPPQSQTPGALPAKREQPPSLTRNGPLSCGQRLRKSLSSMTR
Target sequence (P00748 373-615 limits assumed): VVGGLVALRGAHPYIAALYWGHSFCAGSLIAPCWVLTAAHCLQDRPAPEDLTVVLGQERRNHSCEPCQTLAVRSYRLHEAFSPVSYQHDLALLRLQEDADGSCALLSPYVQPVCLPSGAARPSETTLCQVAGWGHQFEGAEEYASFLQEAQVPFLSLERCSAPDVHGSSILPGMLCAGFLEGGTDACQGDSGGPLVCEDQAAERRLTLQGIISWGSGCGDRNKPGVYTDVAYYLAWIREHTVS
hK5 inh – human KLK5 protease inhibitors, primary screen, biochemical, 1536-well. Kallikrein-5 (Homo sapiens), Q9Y337. recombinant hK5, fluorogenic AMC substrate cleavage. inhibition, % at 5 µM. 0.59% of 210,000 active. AID 873, 2007;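 active = inhibition of 40% or more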;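 also: 0% = enzyme controls without compound and 100% = no-enzyme blanks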
Target sequence (Q9Y337 67-293 limits assumed): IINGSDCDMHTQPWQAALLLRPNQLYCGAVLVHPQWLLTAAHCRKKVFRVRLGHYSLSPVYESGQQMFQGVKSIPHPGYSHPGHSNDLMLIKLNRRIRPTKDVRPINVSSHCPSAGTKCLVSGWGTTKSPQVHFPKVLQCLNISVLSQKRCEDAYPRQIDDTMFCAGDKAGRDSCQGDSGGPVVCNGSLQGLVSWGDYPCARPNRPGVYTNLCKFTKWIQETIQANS
* marks the source's active call; other numbers are inactive results; . = not tested or not shown; [ ] = another dose, or the depositor's remark.

canonical_smiles	Runt-CBFb FRET	Thrombin inh	Runt-SMMHC FRET	FXIa inh 1536	Hck Nef HTS	14-3-3 Bad inh	Wee1 degr inh	FXIIa inh	hK5 inh
Cc1cc(NC(c2cccnc2)c2ccc3cccnc3c2O)no1 (stereo not given)	3.2	-4.1	-0.4	2.7	0.7	-4.8	-1.8	10.3	-194.9
O=S(=O)(NCc1ccco1)N1CCCCCC1	0.1	-5.5	0.2	8.0	8.3	-2.0[fluorescence artefact?]	-2.2	16.8	-13.3
O=C1COc2ccc(C(=O)COC(=O)CNC(=O)C3CCCCC3)cc2N1	0.9	-6.0	-5.5	2.3	24.8	-11.1	-1.0	4.4	9.2
CN1C(=O)C2(OCC(COc3ccc(Cl)cc3)O2)c2ccccc21 (stereo not given)	-0.1	0.7	-3.9	5.1	-10.2	6.2	1.1	-1.4	-11.5
O=C(CN1C(=O)CSc2ccc(S(=O)(=O)N3CCOCC3)cc21)NCc1cccnc1	0.2	-24.1	1.0	-7.0	17.3	-2.1	0.3	8.0	-2.9
CCCC(=O)Nc1ccc(Cc2ccc(NC(=O)CCC)c(C(=O)O)c2)cc1C(=O)O	0.7	3.0	1.0	-1.2	-3.5	0.6	0.4	3.9	-14.2
COc1ccc(S(=O)(=O)Nc2ccc(N3CCOCC3)cc2)cc1Br	3.9	2.1	1.5	-11.0	4.4	-6.7	-0.5	12.8	-11.7
O=C(O)c1ccc[nH]c1=S	0.4	0.6	-7.9	5.2	-1.3	-1.1	-1.2	10.8	1.0
Cc1[nH]c2ccccc2c1C(c1ccccn1)N1CCCC1 (stereo not given)	-2.1	-6.0	-3.2	-1.8	-39.0	-6.2	0.3	.	-2.8
O=C(Nc1nncs1)c1cccc(S(=O)(=O)N2CCc3ccccc32)c1	-1.1	-4.8	2.2	4.8	-27.1	1.8	0.0	13.4	3.3
Cc1ccc2nc(-c3ccc(N4C(=O)CC(N5CCCC(C)C5)C4=O)cc3)sc2c1 (stereo not given)	0.5	1.1	-6.1	0.1	-20.5	-2.4	-2.6	14.4	-9.6
Cc1cccc(N2CCN(CCNC(=O)c3cc4c(s3)CS(=O)(=O)C4)CC2)c1C	-4.8	-1.4	-2.4	-0.6	1.7	2.3	-2.0	-9.6	-7.0
C=CCS/C(=N\n1cnc2ccccc2c1=O)N(CC)CC	1.8	-7.5	-2.1	-12.2	-2.1	-4.5	1.7	-17.5	-25.3
CC1=NN(c2ccccc2)C(=O)/C1=C/c1c(O)n(-c2ccc(F)cc2)[nH]c1=O	-4.0	-5.2	-3.5	-5.1	-0.9	-4.7[fluorescence artefact?]	-3.3	4.2	4.4
Cc1ccc(C)c(CN2C(=O)COc3ccc(C(=O)c4ccccc4C(=O)O)cc32)c1	-5.3	-1.1	1.4	16.9	19.6	-1.0	-0.8	5.7	13.2
CC1CCc2nc(NC(=O)Nc3ccc4c(c3)OCO4)sc2C1 (stereo not given)	12.0	1.2	10.5	-6.2	0.7	4.9	0.2	7.2	-7.7
CCOc1ccc(N2C(=O)CC(Sc3n[nH]c(-c4ccccc4)n3)C2=O)cc1 (stereo not given)	16.9	-11.1	11.5	-0.3	22.9	-3.5	-4.3	3.3	0.7
O=C(COc1ccccc1)N1CCN=C1SCc1ccccc1F	-0.3	-3.7	0.0	-3.5	17.2	-1.6	-1.6	5.0	-3.8
C=CCOc1nc(-c2ccncc2)nc2ccccc12	-2.3	0.2	-4.5	-8.9	0.7	4.6	0.0	2.1	-15.2
COc1ccc(-c2ccc(-c3nnc(-c4ccncc4)o3)cc2)cc1	-1.1	-0.9	2.1	-5.0	-0.3	37.7[fluorescence artefact?]	-1.7	6.0	-46.7
O=C(Nc1cccnc1)Nc1ccc(F)c(Cl)c1	2.0	-1.3	-1.2	-3.9	1.1	-6.3	-2.8	7.4	2.2
Cc1nc(C)c(/C(O)=C\c2nc3ccc([N+](=O)[O-])cc3oc2=O)o1	3.2	-0.5	-5.6	2.5	25.9	1.1	-2.3	7.2	2.2
Cn1nnnc1SCC(=O)Nc1ccc(Cl)c(S(=O)(=O)N2CCOCC2)c1	0.5	-5.5	-1.2	-2.6	8.5	-4.2	0.3	1.0	-3.0
COC(=O)C(CC(=O)c1ccc(Br)cc1)n1ccnc1 (stereo not given)	20.3	-0.4	38.7	9.0	7.0	12.7	0.4	8.4	-24.1
O=S(=O)(Nc1ccc(-n2cccc2)cc1)c1ccc(Cl)cc1Cl	-0.4	6.7	0.9	-9.1	1.6	4.4	-0.7	9.1	-10.0
CC(Nc1ccc2c(c1)OCCO2)C(=O)Nc1ccc2c(c1)OCO2 (stereo not given)	-0.5	-1.1	-32.4	-0.7	24.1	-14.4	-0.8	6.0	-2.8
O=C(CCC1CCCN(C(=O)C2=CCCC2)C1)N1CCN(c2ccccn2)CC1 (stereo not given)	.	5.4	.	-4.8	20.3	3.9	1.7	5.6	-0.7
CC1CCCC(C)N1C(=O)Cn1cnc2cc([N+](=O)[O-])ccc2c1=O (stereo not given)	-1.0	-2.5	1.5	-0.9	-15.8	-5.0	1.0	8.6	3.4
O=C1C2C3c4ccccc4C(c4ccccc43)[C@@H]2C(=O)N1c1ccccn1 (stereo not given in full)	0.8	-8.8	-5.3	1.9	-0.6	1.9	-1.9	3.7	-5.7
CC1Oc2ccccc2OC1(O)c1ccc2ccccc2n1 (stereo not given)	2.1	-6.2	0.1	-1.1	1.3	-13.6[fluorescence artefact?]	6.5	8.9	-7.8
COCc1cc(C)n(CC(=O)N/N=C/c2ccc(-c3ccc(Cl)c(C(=O)O)c3)o2)c(=O)c1C#N	5.0	2.4	11.3	10.2	-1.2	-14.3[fluorescence artefact?]	-0.3	6.4	-16.7
COc1cc(NC2=Nc3cccc4cccc2c34)cc(OC)c1OC	-8.8	-5.2	-14.1	0.9	0.9	-19.6	0.9	6.5	-11.1
C[C@@H]1CC=C[C@H]2[C@H]1C(=O)N(Cc1ccccc1)[C@H]2c1ccc2ccccc2c1	0.2	-3.7	-0.8	0.2	22.8	-3.2	.	6.7	0.2
Cn1nnnc1SCC(=O)c1ccco1	11.6	-5.7	7.5	7.4	-0.6	6.6[fluorescence artefact?]	4.5	14.2	-8.2
O=C(CN1C(=O)COc2ccccc21)c1cccc(Cl)c1	-2.1	1.2	1.2	-8.0	-0.8	-0.9	2.3	13.4	-17.6
Cc1ccc(-n2nc(C)c3c(-c4cccs4)c(C#N)c(N)nc32)cc1	-0.8	0.4	-0.6	-8.3	-1.5	-21.6	-2.4	0.2	2.6
COc1ccccc1CNC(=O)C1CCCN(S(=O)(=O)c2c(C)[nH]c(=O)[nH]c2=O)C1 (stereo not given)	2.5	1.8	-6.9	2.6	9.2	9.0	-0.9	9.7	3.6
CCC(C)Oc1cc(-c2ccnc(Nc3cccc(Cl)c3)n2)ccn1 (stereo not given)	3.1	-5.3	0.0	-0.9	24.9	-1.9	.	3.8	0.0
CCOCCCN1CC(C(=O)NCc2ccc3c(c2)OCO3)CC1=O (stereo not given)	-1.7	0.5	0.5	-8.6	8.5	-8.4	0.6	-0.2	-5.5
C/C(=N\NC(=O)c1cc(C)oc1C)c1ccc2c(c1)OCO2	0.9	3.2	-0.7	4.4	6.1	-9.9	-1.3	15.5	3.7

Entries of single compounds, quoted from the list. Screens in order: Runt-CBFb FRET	Thrombin inh	Runt-SMMHC FRET	FXIa inh 1536	Hck Nef HTS	14-3-3 Bad inh	Wee1 degr inh	FXIIa inh	hK5 inh
`O=C(CN1C(=O)COc2ccccc21)c1cccc(Cl)c1` is listed as -2.1	1.2	1.2	-8.0	-0.8	-0.9	2.3	13.4	-17.6
`Cn1nnnc1SCC(=O)Nc1ccc(Cl)c(S(=O)(=O)N2CCOCC2)c1` is listed as 0.5	-5.5	-1.2	-2.6	8.5	-4.2	0.3	1.0	-3.0

Later entries
canonical_smiles	Runt-CBFb FRET	Thrombin inh	Runt-SMMHC FRET	FXIa inh 1536	Hck Nef HTS	14-3-3 Bad inh	Wee1 degr inh	FXIIa inh	hK5 inh
COc1ccc(N(C(=O)c2ccc(F)cc2)C2=CC3CCC(C2)N3C)cc1 (stereo not given)	-0.6	2.8	0.4	2.3	-1.8	-6.8	-2.5	17.4	-13.0
Cn1cc(CNC(=O)/C=C/c2ccc(Cl)cc2)cn1	-1.4	-3.3	-1.5	5.0	2.9	6.3	-2.8	11.6	-10.6
O=C(CCC(=O)N1CCN(S(=O)(=O)c2ccc(Cl)cc2)CC1)Nc1ccc(Cl)cc1Cl	-10.4	-0.8	1.3	6.8	-2.6	3.4	-0.9	11.9	-4.0
COc1ccc(-c2nc(N/N=C(\C)c3ccc(O)cc3)c3ccccc3n2)cc1	-7.3	-4.1	-34.6	-9.1	4.6	1.8	0.5	-0.3	4.8
OC1CCCCC1Sc1nc2ccccc2s1 (stereo not given)	0.9	-4.4	-2.0	-7.5	-0.3	-7.5[fluorescence artefact?]	5.7	8.2	1.4
